SKN-1 block: inhibitors of C. elegans SKN-1; C. elegans VP596 Pgst-4::GFP/RFP ratio, acrylamide-induced, 24 h; inhibition, % at 21.8 µM; 0.49% of 360,000 active;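 active = interference check ratio from 0.5 to 1.5 plus GFP to RFP signal ratio inhibition reaching or exceeding a fixed threshold, cut at about 30% in these data, passing the limit was not always enough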; also: some compounds called inactive have numbers as strong as hits
bovine MsrA act: activates bovine MsrA enzyme | activation, % at 10.6 µM | 0.3% of 360,000 active | purified bovine MsrA, absorbance read-out; in the data active = activation above about 7.5%;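 also: 0% = vehicle and 100% = reference activator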
MLLE-PAM2 inh: blocks PAM2 peptide binding to the PABP1 MLLE domain; GST-MLLE / FITC-PAM2 fluorescence polarization; inhibition, % at 20 µM; 0.36% of 360,000 active; in the data active = inhibition above about 35%, passing the limit was not always enough;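 also: plate controls were DMSO wells with GST-MLLE for no effect and wells lacking GST-MLLE protein for full effect; some results filed as inactive read as strong as hits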
TbMetRS inhib: Trypanosoma brucei MetRS inhibition | 0.4% of 360,000 active | inhibition, % at 11.9 µM | purified T. brucei MetRS, ATP depletion, Kinase-Glo luminescence;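 active = inhibition above a per-plate cutoff of the control wells' mean inhibition plus 3 SD, cut at about 5.5% in these data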;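 also: 0% = DMSO wells median and 100% = median of wells with control inhibitor compound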
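Material – parasite MetRS enzyme · Medium – HEPES-MgCl2-KCl buffer plus DTT, spermine, BSA, pyrophosphatase · Reagent – ATP, methionine and E. coli bulk tRNA substrates · Times – 15 min enzyme-compound preincubation, 2 h reaction, 10 min detection, 25 °C · Measured by – luminescence of leftover ATP · Evaluation – percent inhibition relative to median high and low control wells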
MT1-MMP act inh: blocks activation of human MT1-MMP; P50281; HT1080 RFP-PRO-GFP cells, GFP/RFP ratio fluorescence, overnight; percent of plate control window, DMSO zero; GFP/RFP ratio change, % at 20 µM; 0.061% of 360,000 active;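 active = GFP/RFP ratio change of at least 30% with cell ATP level not reduced by more than half and red fluorescence within 50% of control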; also: strong numbers were not always called active
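Test system: HT1080 cells expressing an RFP-PRO-GFP fluorescent reporter construct / Compound dosing: single-point 20 µM compound, 1% DMSO / Schedule: cells overnight before dosing, compound overnight, 37 °C, 5% CO2 / Evaluation: GFP/RFP fluorescence ratio / Control set: DMSO and RFP-L50D-GFP cell wells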
E coli Lon inh: inhibits E. coli Lon protease; P0A9M0; 0.42% of 360,000 active; inhibition, % at 7.94 µM; purified E. coli Lon protease, fluorescence polarization; in the data active = inhibition above about 13%, passing the limit was not always enough;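 also: 0% = enzyme with probe and DMSO and 100% = no enzyme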
MsrA inhibitor: inhibits bovine methionine sulfoxide reductase A; purified bovine MsrA, absorbance read-out; inhibition, % at 15.5 µM; 0.75% of 360,000 active; in the data active = inhibition above about 4.5%;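 also: 0% = vehicle wells with enzyme and 100% = reference inhibitor wells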
CendR NRP1 mod: modulators of CendR peptide binding to human neuropilin-1 | O14786 | FAM-RPARPAR peptide binding to NRP-1, fluorescence polarization | inhibition, % at 25 µM | 0.85% of 360,000 active;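 active = inhibition or corrected inhibition above about 18%, plus a signal ratio from 0.5 to 1.5, limit read from the data, passing the limit was not always enough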; also: strong numbers were not always called active
Target sequence (O14786 whole entry, looked up): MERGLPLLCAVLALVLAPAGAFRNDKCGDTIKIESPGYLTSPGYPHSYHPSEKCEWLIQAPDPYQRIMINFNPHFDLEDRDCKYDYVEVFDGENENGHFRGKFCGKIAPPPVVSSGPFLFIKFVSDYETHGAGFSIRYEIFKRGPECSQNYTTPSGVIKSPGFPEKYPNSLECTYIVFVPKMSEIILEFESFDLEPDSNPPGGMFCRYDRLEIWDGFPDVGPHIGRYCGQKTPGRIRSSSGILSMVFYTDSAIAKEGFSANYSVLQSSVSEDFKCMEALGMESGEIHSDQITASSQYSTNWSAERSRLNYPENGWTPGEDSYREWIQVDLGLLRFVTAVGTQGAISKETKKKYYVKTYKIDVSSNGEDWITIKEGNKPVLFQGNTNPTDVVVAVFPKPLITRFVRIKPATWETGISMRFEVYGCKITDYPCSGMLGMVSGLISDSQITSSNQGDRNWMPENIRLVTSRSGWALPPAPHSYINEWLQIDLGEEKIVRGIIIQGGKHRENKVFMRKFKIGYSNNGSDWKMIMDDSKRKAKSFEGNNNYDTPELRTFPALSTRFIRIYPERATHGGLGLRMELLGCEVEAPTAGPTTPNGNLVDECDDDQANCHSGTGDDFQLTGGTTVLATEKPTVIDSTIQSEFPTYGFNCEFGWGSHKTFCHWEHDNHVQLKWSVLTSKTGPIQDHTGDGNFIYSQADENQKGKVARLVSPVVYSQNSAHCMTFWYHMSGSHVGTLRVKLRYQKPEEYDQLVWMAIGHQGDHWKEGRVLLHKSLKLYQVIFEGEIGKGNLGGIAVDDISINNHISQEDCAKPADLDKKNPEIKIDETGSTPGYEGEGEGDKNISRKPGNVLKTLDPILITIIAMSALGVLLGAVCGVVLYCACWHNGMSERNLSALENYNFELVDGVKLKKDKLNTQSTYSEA
FAS-TE inh: inhibitors of human fatty acid synthase thioesterase domain; P49327; recombinant FAS-TE, OMFH fluorogenic substrate, fluorescence endpoint; inhibition, % at 15 µM; 0.67% of 360,000 active; AID 602261;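 active = compounds whose normalised, plate-corrected inhibition of enzyme fluorescence in the single-dose primary screen is 50% or more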;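 also: 0% = DMSO with enzyme and 100% = substrate without enzyme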
Starred values were filed as active, the others as inactive; nt = no result given.

Value order: SKN-1 block	bovine MsrA act	MLLE-PAM2 inh	TbMetRS inhib	MT1-MMP act inh	E coli Lon inh	MsrA inhibitor	CendR NRP1 mod	FAS-TE inh
> CSc1ccc(-c2cc3c(c4c2ccn4C)C2CCC3C2)cc1 (stereo not drawn)
 : 1	-5	1	-0.8	4	-9	0.7	25*	24
> O=C(Nc1ccc(Cl)c(Cl)c1)N(CCCN1CCOCC1)Cc1cccs1
 : 3	0	3	-0.1	-2	0	-1.3	-10	33
> COCCC(=O)N1CCC(Oc2ccc(C(=O)NC3CCOC(C)(C)C3)cc2)CC1 (stereo not drawn)
 : 2	-1	6	-0.2	-3	0	-0.3	18	-2
> Cc1ccc(S(=O)(=O)N(C)C[C@@H]2OCc3cnnn3CCCC(=O)N([C@H](C)CO)C[C@H]2C)cc1
 : 3	-3	8	-0.9	5	2	0.5	2	-10
> Cc1ccccc1CSc1nnc(-c2cccnc2)n1N
 : -10	-4	8	-0.2	1	4	0.5	12	6
> O=C(COc1ccc(Cl)cc1Cl)N/N=C/c1ccccn1
 : -1	-2	2	0.3	1	-10	0.7	7	-3
> Cc1cccc(C(=O)NCC(c2cccs2)N2CCOCC2)c1 (stereo not drawn)
 : 10	-1	-37	0.0	0	-17	0.1	1	-7
> Cc1cccc(C(=O)OCC(=O)N2CC(C)OC(C)C2)c1C (stereo not drawn)
 : -1	-7	-4	-0.9	0	1	-0.8	-10	-6
> C#CCOC(=O)C[N+](C)(C)CC=C
 : -3	-2	8	-0.1	-1	6	-0.1	8	-2
> Cc1ccc(S(=O)(=O)Nc2nnc(CC(C)(C)C)s2)cc1
 : 4	-12	20	-1.5	4	-14	1.4	-2	-7
> CCCc1[nH]nc2c1C(c1c(C)nn(-c3ccccc3)c1Cl)C(C#N)=C(N)O2 (stereo not drawn)
 : 2	-4	3	-0.5	9	-7	1.0	-4	-5
> CCn1cnnc1SCC(=O)Nc1ccccc1C(=O)NC1CC1
 : 13	-2	26	0.4	-2	10	1.3	-5	-1
> COc1ccc(C2=NCCn3nc4cc(C(F)(F)F)ccc4c32)cc1
 : -8	-2	-8	0.2	4	6	-0.5	6	-2
> COC(=O)c1ccc(N2CCS(=O)(=O)CC2)cc1
 : 0	-8	8	-1.2	-3	-7	-0.2	8	-9
> CCOc1ccc(NC(=O)c2ccc(NC(=S)NC3CC3)cc2)cc1
 : 17	-1	-61	1.1	1	5	0.1	-5	-4
> O=C(Cn1nc(C(F)(F)F)c2c1CCCC2)NC1CCCC1
 : -8	-4	-2	0.2	-1	7	0.6	-7	-2
> C/C(CC(=O)Nc1ccccn1)=N\NC(=O)c1cnccn1
 : -7	-3	1	0.2	1	4	1.3	-2	-8
> COc1cccc(/C=N/c2nc3ccccc3[nH]2)c1O
 : 7	-5	-37	-0.6	-1	0	1.2	-6	-6
> CCOc1ccc(NC(=S)NC(=O)C2CCCC2)cc1
 : 25	-2	34	-0.4	-2	0	-0.4	14	8
> COc1cc(Br)c(-c2sc(Nc3ccccc3)n[n+]2-c2ccc(F)cc2)cc1OC
 : -9	0	29	-0.2	3	-15	1.2	2	-147
> COc1ccc(C2NC(c3ccc(OC)cc3)C(C)C(=O)C2C)cc1 (stereo not drawn)
 : 2	-2	9	-0.7	0	5	-0.2	-2	15
> CCCCC(CCC(=O)Nc1ccn(-c2ccccc2)n1)C(=O)O (stereo not drawn)
 : -18	-3	3	-0.1	11	-11	0.2	0	-8
> COc1ccc(CNC(=O)Cn2c(=O)oc3ccccc32)cc1OC
 : -7	-10	-13	-1.1	-5	1	0.3	6	-11
> Cc1cccc(C(=O)N2c3ccccc3C(=O)OC2c2ccc3c(c2)OCO3)c1 (stereo not drawn)
 : -1	-7	-4	-0.1	3	-17	-0.4	0	15
> Cc1cccc(N(CC(=O)N2CCN(C)CC2)S(=O)(=O)c2ccccc2)c1
 : 4	-3	2	-0.9	4	4	-0.5	-3	-4
> CCc1nc2ccccc2c(C(=O)OCC(=O)NCCCN2CCCC2=O)c1C
 : 7	-2	-8	0.1	-3	0	-1.0	3	-4
> Cc1ccc(CSc2nc3c(c(=O)[nH]2)C(c2ccncc2)C2=C(CCCC2=O)N3)cc1 (stereo not drawn)
 : 5	-6	-13	-0.7	-2	-14	0.1	-39	-6
> CN(C)C(=S)SCC(=O)Nc1cccc(C(F)(F)F)c1
 : -2	-4	16	-0.8	-1	2	0.5	15	-5
> O=C(NCC(c1ccc(F)cc1)N1CCOCC1)c1ccc(OCc2ccccc2)cc1 (stereo not drawn)
 : 8	-1	-14	-0.2	0	0	-0.6	-9	10
> Cc1nc(-c2ccccc2)sc1C(=O)/C=C/N(C)C
 : 8	-6	-10	-0.3	-6	3	2.6	17	-6
> Cc1cc(C)c(S(=O)(=O)c2ccccc2)c(OC(=O)c2ccc(Cl)cc2Cl)n1
 : -4	-5	-4	0.3	0	10	nt	-7	9
> COc1cc([N+](=O)[O-])ccc1Nc1nc(C)cc(C)n1
 : -2	-4	-14	-0.7	-1	8	-1.2	-8	-1
> CC1CCN(CCCNC(=O)c2ccc(CS(=O)(=O)Cc3ccc(Cl)cc3)o2)CC1
 : 1	-11	-6	-0.1	-4	2	-0.7	-12	-6
> CCOC(=O)COc1ccc(S(=O)(=O)N2CCN(c3ccc(F)cc3)CC2)cc1
 : -24	-3	10	0.5	0	1	0.3	0	23
> c1csc(CNc2nc(-c3cccs3)nc3ccccc23)c1
 : 19	-3	7	-0.2	3	3	0.7	-7	24
> Cc1cc(C(=O)O)c(CSCc2cc(C(=O)O)oc2C)o1
 : 2	-2	28	-0.9	-1	-3	-0.7	-18	-9
> Cc1ccc(S(=O)(=O)c2nc(-c3ccc(F)cc3)oc2SCC(=O)NCC2CCCO2)cc1 (stereo not drawn)
 : -22	0	-45	-0.5	-9	-6	0.2	10	-6
> Cc1cc(C)c2c(=O)cc(C(F)F)oc2c1
 : 6	-2	-3	-0.2	0	-5	0.4	5	-1
> COc1cc2c(cc1OC)CN(c1nc(CN3CCCCC3)nc3sc4c(c13)CCCC4)CC2
 : -3	3	-12	0.0	0	-4	-0.5	-7	-9
> COc1ccc(CC(=O)Nc2sccc2C#N)cc1S(=O)(=O)N1CCOCC1
 : 25	-1	2	-0.3	-2	-11	0.0	-13	-5
> CCC1(c2ccc(F)cc2)NC(=O)N(CC(=O)NC2CCCCCC2)C1=O (stereo not drawn)
 : 5	-3	-9	0.1	3	-5	-0.3	16	-3
> CCCOc1ccc(N2C(=O)CC(N(C(=O)c3ccco3)c3ccc(OCCC)cc3)C2=O)cc1 (stereo not drawn)
 : 7	-10	-5	-1.2	0	-8	-0.1	0	-5
> CCc1ccccc1Nc1nn2c(=O)c3ccc(C(=O)NCc4ccccn4)cc3nc2s1
 : -2	-3	-5	0.1	1	-1	0.7	5	-3
> CCCCCCN1CCN(C2CN(Cc3ccccc3)S(=O)(=O)C2)CC1 (stereo not drawn)
 : 12	-3	-11	-0.2	2	8	0.1	6	-7
> COc1cc(C2NC(=S)NC(C)=C2C(=O)OC(C)C)ccc1OC(C)C (stereo not drawn)
 : 9	-2	-120	0.1	-1	3	0.3	12	-4
> CCCCn1c(N)c(N(CCOC)C(=O)C2CCN(S(=O)(=O)c3ccc(F)cc3)CC2)c(=O)[nH]c1=O
 : -18	-5	8	-0.4	1	0	0.6	-2	-6
> Cc1ccc(NC(=S)N2CCCC(c3ccccc3)=N2)cc1
 : -3	-1	-104	3.0	-5	-8	0.5	6	30
> O=C(Cc1ccccc1)NNC1CC(=O)N(c2ccc(Oc3ccccc3)cc2)C1=O (stereo not drawn)
 : 1	-3	-2	-1.0	-1	-1	1.3	-3	-3
> CCN1CCCC1CNC(=O)c1ccc(Sc2ccc(F)cc2)c([N+](=O)[O-])c1 (stereo not drawn)
 : 8	-2	-35	-0.8	0	13	-0.8	1	-5
> Oc1cc(CNC2CCCCC2)c(O)cc1CNC1CCCCC1
 : 9	-4	53*	0.0	0	45*	-0.1	16	-17
> NC(N)=NN=Cc1ccnc2ccccc12
 : 5	-5	-24	-1.1	1	-1	2.0	7	0
> CN1CCN(c2ccc(NC(=O)COc3ccc4ccccc4c3)cc2)CC1
 : 0	-2	3	0.5	0	-2	-0.9	13	-4
> C=COCCn1c(=N)n(CCC)c2ccccc21
 : -15	1	-2	-1.2	0	-6	0.5	-6	-6
> CCCOc1ccc(N2C(=O)CC(SC(=NCC)NCC)C2=O)cc1 (stereo not drawn)
 : 1	-5	3	-0.7	5	-4	-0.3	3	-4
> CCOC(=O)COc1cc(=O)n(CC)c2ccccc12
 : 17	2	-5	-0.5	-11	-6	-0.6	0	-9
> CC(=O)NCCNC(=O)c1oc2ccccc2c1CSc1ncn[nH]1
 : -6	-4	-3	0.2	-1	1	-1.0	8	-17
> Oc1c(Cl)cccc1C=Nc1cc(C(F)(F)F)ccc1N1CCCC1
 : 9	-1	19	-1.1	-5	-4	-0.9	5	1
> CCOC(=O)CSc1nnc(CNC(=O)c2ccc(OC)cc2)n1Cc1ccccc1
 : 6	0	-12	0.1	3	-13	0.7	-1	-8
> O=C(CCNS(=O)(=O)c1ccccc1Cl)N1CCN(c2ccccn2)CC1
 : 9	-1	-12	-0.2	-2	7	0.4	15	-6
> CN1C(=S)SC(/[N+]([O-])=C\c2ccccc2)C1(C)C (stereo not drawn)
 : 1	-3	2	0.1	-2	-7	-1.3	4	-6

Next section.
Value order: SKN-1 block	bovine MsrA act	MLLE-PAM2 inh	TbMetRS inhib	MT1-MMP act inh	E coli Lon inh	MsrA inhibitor	CendR NRP1 mod	FAS-TE inh
> CCOC(=O)Cc1nnc(NC(=O)CSc2ccccc2)s1
 : -22	-11	5	1.4	1	-6	-0.5	-13	-5
> F[B-](F)(F)COCc1ccccc1Br
 : -3	-5	13	0.0	2	6	-1.2	-5	4
> O=C(COc1ccc(Cl)cc1Cl)N/N=C/c1ccc[nH]1
 : -11	-3	4	6.6*	-30	-9	0.8	-2	5
> O=C(O)CCC(=O)NC1CCCCCCC1
 : 0	-7	14	-0.8	-2	-2	1.0	-1	-4
> CCOCC(=O)Nc1cc(C(=O)Nc2ccccc2)ccc1Cl
 : -6	-2	-8	-0.3	-6	3	2.3	-2	-3
> Cc1cc(-c2n[nH]c(=S)n2/N=C/C(Br)=C/c2ccccc2)n[nH]1
 : -3	-6	-28	0.5	0	-6	0.0	-8	-9
> C(=N\Nc1nc2ccccc2[nH]1)/c1ccc2c(c1)OCO2
 : -4	-3	-65	3.6	9	11	3.6	-4	-8
> CCn1c2ccccc2c2cc(NC(=O)CN(C)CC(=O)Nc3ccc(N4CCOCC4)cc3)ccc21
 : 4	-1	7	0.2	-2	5	1.0	18	13
> Cn1c(=O)c2c(nc(N/N=C/c3cccs3)n2C)n(C)c1=O
 : -2	-3	-10	-0.2	2	9	4.9*	3	5
> Cc1csc(SCC(=O)c2ccc(S(=O)(=O)N3CCOCC3)cc2)n1
 : -5	-3	13	-1.3	-6	-7	0.4	3	6

Reprinted at random: two compounds from above
Value order: SKN-1 block	bovine MsrA act	MLLE-PAM2 inh	TbMetRS inhib	MT1-MMP act inh	E coli Lon inh	MsrA inhibitor	CendR NRP1 mod	FAS-TE inh
> C(=N\Nc1nc2ccccc2[nH]1)/c1ccc2c(c1)OCO2
 : -4	-3	-65	3.6	9	11	3.6	-4	-8
> F[B-](F)(F)COCc1ccccc1Br
 : -3	-5	13	0.0	2	6	-1.2	-5	4

From PubChem BioAssay
